Screening data from PubChem.
CASP6 VEID inh – caspase-6 (human) enzyme inhibition; P55212; purified caspase-6, Z-VEID-R110 cleavage fluorescence; inhibition, % at 12.5 µM; 350,000 compounds, 0.53% hits; AID 686996;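 active = mean inhibition across replicates at least about 35%, with every replicate also reaching that limit, limit read from the data; inconclusive = only one of the two criteria met; inactive = neither criterion met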;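 note: 0% = median of neutral control wells and 100% = no fluorescence left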
Target sequence (P55212 24-179 limits assumed): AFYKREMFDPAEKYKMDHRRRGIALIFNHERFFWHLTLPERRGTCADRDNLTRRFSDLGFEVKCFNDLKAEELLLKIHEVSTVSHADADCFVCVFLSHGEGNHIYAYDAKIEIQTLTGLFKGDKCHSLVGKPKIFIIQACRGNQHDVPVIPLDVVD
Target sequence (P55212 194-293 limits assumed): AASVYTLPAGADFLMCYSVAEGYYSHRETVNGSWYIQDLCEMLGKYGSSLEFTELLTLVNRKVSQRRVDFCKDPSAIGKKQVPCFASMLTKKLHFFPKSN
LGR2 inh – blocks bursicon-induced cAMP signaling via Drosophila LGR2; HEK293 LGR2, CRE-luciferase, bursicon-stimulated, 4 h; inhibition, % at 9.99 µM; 380,000 compounds, 0.35% hits; AID 720647;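 active = drop in luminescence signal, shown as inhibition above about 50% in the replicate tests, limit read from the data, passing the limit was not always enough; inconclusive = probably only some replicates passing the limit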;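 note: agonist challenge used bursicon conditioned medium at about half maximal strength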
EWS-Fli block – blocks EWS/Fli oncoprotein-driven transcription | 350,000 compounds, 0.67% hits | inhibition, % at 12.6 µM | A673 NR0B1-luciferase reporter, viability-normalised;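 active = mean inhibition of at least 50% after viability correction, with every replicate also passing that limit; inconclusive = mean reaches 50% but only one of two replicates passes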;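 note: firefly luciferase signal divided by Alamar Blue viability fluorescence both relative to DMSO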
PAX8 reporter – lowers PAX8-driven luciferase in RMG-I cells | RMG-I TPO-luciferase reporter, SteadyGlo, 24 h | inhibition, % at 12.6 µM | 360,000 compounds, 1.2% hits | AID 652154;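 active = mean replicate inhibition at least 60% with every replicate also reaching 60%; inconclusive = only one of the two criteria is met; inactive = mean below 60% and not all replicates reaching 60%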;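 note: luciferase light reporting Pax8 driven TPO promoter activity; plate controls were median of neutral control wells for no effect and mitoxantrone controls for full effect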
ARNT TACC3 PPI – ARNT/TACC3 interaction disruption; AlphaScreen His-ARNT PAS-B/GST-TACC3 binding, luminescence; TACC3 fragment carries E629A point mutation; inhibition, % at 9.99 µM; 390,000 compounds, 0.66% hits; AID 623870;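 active = mean inhibition of replicates at least 50% and at least half of replicates each reaching 50%; inconclusive = half or more replicates reach 50% but mean below 50%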;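 note: 0% = complete ARNT plus TACC3 wells and 100% = ARNT alone without TACC3; many hits fall short of the cut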
DENV2 CPE rescue – inhibitors of DENV2 cytopathic effect; DENV2-infected cells, cytopathic effect rescue, plate reader; CPE inhibition, % at 9.99 µM; 350,000 compounds, 1.7% hits; in the data active = CPE inhibition above about 20%, passing the limit was not always enough; inconclusive = no clear call, values can overlap the other calls; tested in BHK-21 cells;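 note: 0% = median of neutral control wells and 100% = median of positive control wells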
SIRT5 block – blocks human SIRT5 desuccinylation of peptide | Q9NXA8 | Purified SirT5, succinyl-peptide AMC, trypsin-coupled fluorescence | inhibition, % at 15 µM | 330,000 compounds, 1.1% hits | AID 652115; in the data active = inhibition above about 15%; inconclusive = no clear call, values can overlap the other calls
Target sequence (Q9NXA8 whole entry, looked up): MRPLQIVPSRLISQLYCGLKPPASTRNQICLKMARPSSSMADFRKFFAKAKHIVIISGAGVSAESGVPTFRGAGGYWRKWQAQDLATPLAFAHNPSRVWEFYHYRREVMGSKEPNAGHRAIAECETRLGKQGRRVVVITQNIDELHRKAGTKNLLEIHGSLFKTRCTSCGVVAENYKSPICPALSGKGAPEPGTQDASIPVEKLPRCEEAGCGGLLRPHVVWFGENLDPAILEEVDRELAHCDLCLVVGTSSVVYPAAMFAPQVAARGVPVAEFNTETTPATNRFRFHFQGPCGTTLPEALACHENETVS
* marks the source's active call; other numbers are inactive results; ? = inconclusive; . = no result given.

SMILES	CASP6 VEID inh	LGR2 inh	EWS-Fli block	PAX8 reporter	ARNT TACC3 PPI	DENV2 CPE rescue	SIRT5 block
CC(=O)Nc1ccc(S(=O)(=O)NNC(=O)c2cccc(Br)c2)cc1	1	.	-7	1	-6	-3	-4
O=C(c1cc([N+](=O)[O-])ccc1Cl)N1CCN(c2ccccc2)CC1	.	-17	.	13	-6	.	.
NNC(=O)c1ccc(CN2CCCCC2)o1	-22	16	0	-12	12	-1	1
CN(CC(=O)NCCc1ccc(S(N)(=O)=O)cc1)CC(=O)Nc1ccc(Cl)c(C(F)(F)F)c1	0	-17	8	23	.	0	-1
CC(=O)Nc1ccc(N/C=C/C(=O)c2ccc(C)o2)cc1	2	-35	-87	.	-5	9	0
COc1ccc(NC(=S)Nc2cccnc2)c(OC)c1	10	5	-4	-4	6	1	-3
COc1ccc(CN(C)C[C@H]2OCCCC[C@@H](C)Oc3ccc(NS(=O)(=O)c4c(C)noc4C)cc3C(=O)N([C@H](C)CO)C[C@@H]2C)cc1	.	-11	-4	-11	-10	9	.
Cc1cc(C(=O)NCC(=O)Nc2ccc(F)c(F)c2)c(C)o1	0	-3	-2	.	-1	-2	-3
CN(C)c1ccc(C(CNC(=O)c2ccc(F)cc2)c2c[nH]c3ccccc23)cc1 (stereo not given)	0	-4	13	11	-9	-4	0
O=C(OCc1ccccc1)N1CCC2CC1c1cc(N3CCN(S(=O)(=O)c4cc(Cl)cc(Cl)c4)CC3)ccc12 (stereo not given)	-2	-1	7	-5	.	-6	-1
COc1ccc(C)cc1N(C(=O)c1ccc(C#N)cc1)C1=NC(C)(C)CS1	1	1	-7	3	-3	10	-2
Cc1ccc(C(=O)OCC(=O)NCC2COc3ccccc3O2)cc1 (stereo not given)	2	-5	-1	-6	-13	-1	-1
COc1ccc(S(=O)(=O)N(C)C[C@@H]2Oc3ccc(NC(=O)c4ccncc4)cc3C(=O)N([C@@H](C)CO)C[C@H]2C)cc1	-1	6	-7	.	-2	16	1
O=C(c1cccc(F)c1)N1CC2(C1)[C@@H](c1ccccc1)[C@@H](CO)N2Cc1ccccn1	-1	-3	1	3	.	4	12
Cn1cnnc1SCC(=O)c1ccc(O)c(O)c1	2	4	-4	-3	-2	0	9
FC(F)(F)c1cc(Oc2ccccc2)ncc1-c1nnc(-c2ccccc2Cl)o1	2	22	1	10	20	19	-1
COc1ccc(C(=O)c2ccc3oc(-c4ccc(OC)cc4)c(-c4ccc(O)cc4)c3c2)cc1	-9	9	4	36	.	4	6
COc1ccc(NC(=O)Nc2cccc3c2O[C@@H](CN(C)Cc2ccc(C(=O)O)cc2)[C@@H](C)CN([C@@H](C)CO)C3=O)cc1	0	-12	16	.	2	1	4
CN(C)C(=O)CSc1n[nH]c(=O)[nH]c1=O	1	3	-6	12	-11	-1	0
CCOc1cc2[nH]c(=S)n(CCCC(=O)NCc3ccccn3)c(=O)c2cc1OCC	1	5	15	19	0	5	12
C[C@H](CO)N1C[C@H](C)[C@H](CN(C)CC2CCCCC2)Oc2ccc(NC(=O)C3CC3)cc2CC1=O	.	-25	-1	.	-3	-10	2
CCCC(=O)N/C(N)=N/c1nc(C)c2cc(C)ccc2n1	-13	-20	-42	-33	.	-13	-5
O=C(Nc1ccc(F)cc1)C(c1ccccc1)N1CCN(c2cccc(C(F)(F)F)n2)CC1 (stereo not given)	-1	0	11	17	.	.	0
O=C1C(c2ccccc2)=[N+]([O-])c2ccccc21	11	-48	12	4	11	.	.
COc1cccc(C(=O)N2[C@H](COCc3ccccc3)C=CS2(=O)=O)c1	12	3	-10	-13	.	-4	-1
CN1C(=O)c2cc(NS(C)(=O)=O)ccc2OC[C@H]2O[C@@H](CC(=O)N3CCOCC3)CC[C@@H]21	-1	8	2	5	-3	5	-3
CC(C)(C)c1ccc(C(=O)N/C(=C\c2ccco2)C(=O)O)cc1	15	4	-12	7	-11	-4	4
Cc1ccc(CCNC(=O)C2CCC(=O)N(Cc3ccccc3F)C2)o1 (stereo not given)	3	-33	.	-232	-3	-1	0
COCc1cccc(-c2csc(C(NC(C)=O)c3ccccc3)n2)c1 (stereo not given)	1	-9	1	-23	.	?	.
COc1ccc(N(CC(=O)NC2CCCCC2)C(=O)CCC(=O)Nc2nc(C)cs2)cc1OC	.	-7	.	-7	-1	-1	0

Four entries already listed, arranged by formula weight, ascending.
SMILES	CASP6 VEID inh	LGR2 inh	EWS-Fli block	PAX8 reporter	ARNT TACC3 PPI	DENV2 CPE rescue	SIRT5 block
O=C1C(c2ccccc2)=[N+]([O-])c2ccccc21	11	-48	12	4	11	.	.
CC(C)(C)c1ccc(C(=O)N/C(=C\c2ccco2)C(=O)O)cc1	15	4	-12	7	-11	-4	4
COCc1cccc(-c2csc(C(NC(C)=O)c3ccccc3)n2)c1 (stereo not given)	1	-9	1	-23	.	?	.
O=C(Nc1ccc(F)cc1)C(c1ccccc1)N1CCN(c2cccc(C(F)(F)F)n2)CC1 (stereo not given)	-1	0	11	17	.	.	0

Next records:
SMILES	CASP6 VEID inh	LGR2 inh	EWS-Fli block	PAX8 reporter	ARNT TACC3 PPI	DENV2 CPE rescue	SIRT5 block
CC(=O)N(C)C[C@H]1Oc2cc(-c3ccncc3)ccc2S(=O)(=O)N([C@H](C)CO)C[C@H]1C	0	6	-15	.	-3	14	-5
Cc1ccc(N2CC(C(=O)N3CCN(c4ccccn4)CC3)CC2=O)cc1 (stereo not given)	14	14	2	14	-2	2	-1
CCOc1ccc(N2C(=O)CC(NCC3CCCO3)C2=O)cc1 (stereo not given)	1	-1	6	-22	28	-10	1
Cn1c(=O)oc2cc(S(=O)(=O)NCCC(=O)N3CCc4ccccc4C3)ccc21	2	-12	1	.	-9	12	-3
C[C@H](CO)N1C[C@H](C)[C@@H](CN(C)S(=O)(=O)c2ccccc2F)Oc2ncc(/C=C/c3ccccc3)cc2C1=O	3	2	23	36	-5	-4	0
C[C@H]1CN([C@@H](C)CO)C(=O)c2cc(C3=CCCC3)cnc2O[C@@H]1CN(C)C(=O)c1ccccn1	0	-13	-10	-31	11	-4	1
COc1ccccc1C(=O)Nc1cc2c(cc1C(=O)O)OCCCO2	3	-11	.	-9	-2	-6	-4
NC(=O)C1CCN(c2nc(-c3ccc4occc(=O)c4c3)cs2)CC1	.	1	-13	-43	-1	.	.
Cc1cc(C)c(C)c(S(=O)(=O)NCC(=O)Nc2ccccc2F)c1C	3	15	.	-3	-8	1	-6
Cn1c(SCC(=O)NCC2CCCO2)nnc1-c1ccc(S(=O)(=O)N2CCCC2)cc1 (stereo not given)	10	-8	4	.	1	18	0
Cc1csc(=N)n1-c1ccc(Cl)cc1	-2	-34	-120	.	1	7	2
Cc1ccc(OCC(=O)OCC(=O)c2ccccc2)cc1C	-2	10	.	9	-8	2	-2
Cc1noc(C)c1CCC(=O)Nc1c(C(C)C)cccc1C(C)C	-5	-33	2	-17	.	-3	-2
C/C(Cl)=C\COc1cc(C)nc2c(Br)cccc12	-1	.	2	-2	-8	0	1
O=C(c1ccccc1)c1ncc[nH]1	-2	0	-13	-25	-2	-7	-9
O=C(CC(F)(F)F)N1C[C@H]2[C@@H](c3ccccc31)[C@@H](CO)N2C(=O)Cc1cccnc1	-2	-43	-2	6	-3	3	-2
COC(=O)[C@]12CCCCC=C1N(Cc1ccccc1)C(=O)[C@H](CC(=O)N1CCC(c3ccccc3)CC1)C2	-1	32	0	21	.	?	-1
Cc1cccc(OC(C)C(=O)Nc2ccc(S(=O)(=O)N3CCCC3)cc2)c1 (stereo not given)	9	13	14	2	2	10	0
Cc1cccc(OCCC(=O)OCC(=O)N2c3ccccc3NC(=O)C2(C)C)c1	5	-7	-8	4	.	0	1
O=c1[nH]c(C(F)(F)C(F)(F)C(F)(F)F)no1	3	3	13	-2	-4	15	.
COc1cc(/C=N/N(c2ccccc2)c2ccccc2)ccc1O	1	12	13	12	11	0	12
CC(NCc1ccc(S(N)(=O)=O)cc1)C(=O)N1CCc2ccccc21 (stereo not given)	-1	-5	-67	7	-11	1	15
NC(=O)CSc1nnc(-c2ccccn2)n1N	0	3	5	-1	45*	0	-1
Cn1c(Cn2c(=O)sc3ccccc32)nnc1SCC(=O)Nc1cccc(F)c1	-1	4	5	-4	-6	?	-3
O=C(C1CCN(S(=O)(=O)c2cccc3cccnc23)CC1)N1CCn2c1nc1ccccc12	-2	-18	9	-12	-16	19	.
O=C(NCC1CCCCC1)c1cc(Br)ccc1Cl	2	8	-20	-9	3	6	2
CC(=O)C[C@@H]1OC[C@H](C(C)C)N1S(=O)(=O)c1ccc(C)cc1	-2	6	-5	-12	.	-8	-1
COc1ccc(S(=O)(=O)N(C)C[C@@H]2Oc3cc(C#CC4CC4)ccc3S(=O)(=O)N([C@H](C)CO)C[C@@H]2C)cc1	3	8	13	.	8	-2	1
C[C@@H]1CN([C@H](C)CO)S(=O)(=O)c2ccc(C#CCN(C)C)cc2O[C@@H]1CN(C)C(=O)C1CCC1	0	8	1	.	-7	4	-4
COc1ccc(N(C)C(=O)Nc2ccc3nsnc3c2)cc1	6	-24	-17	-17	-23	3	-2
O=C(CCCN1C(=O)/C(=C\c2cccs2)SC1=S)Nc1ccc(O)cc1	3	-12	9	5	9	0	-2
COc1ccc(C2C(C(=O)c3ccco3)=C(O)C(=O)N2CCN2CCOCC2)c(OC)c1 (stereo not given)	4	19	-9	5	.	0	2
CSCCC(NC(=O)/C(=C/c1ccc(F)cc1)NC(C)=O)C(=O)O (stereo not given)	1	-6	5	5	-7	-2	-2
CCOC(=O)C(Cc1ccc(O)cc1)NC(=O)CCc1c[nH]c2ccccc12 (stereo not given)	-3	-5	6	8	-2	18	-3
Cc1cccc(N2CCN(C(=O)CCS(=O)(=O)c3ccc4c(c3)NC(=O)CO4)CC2)c1C	-2	14	.	10	3	-1	0
CSc1ccc(CN(C)C(=O)CSCC(=O)Nc2ccc(C)cc2)cc1	-152	-8	4	14	11	5	-5
COc1cccc(NC(=O)C[C@H]2CC[C@H]3[C@H](COc4ccc(NC(=O)C5CCC5)cc4C(=O)N3C)O2)c1	1	0	-3	-6	.	15	-5
CCOc1ccc(-c2csc3ncn(-c4ccc(OC)cc4)c(=O)c23)cc1	-3	20	12	20	0	-1	-2
COc1cccc(-c2nc(CS(=O)(=O)CC(=O)NCCN3CCOCC3)c(C)o2)c1	-4	20	-9	-11	-3	-1	-2
O=C(NCC1CCCCC1)[C@H]1[C@H](CO)[C@H]2Cn3c(cccc3=O)[C@@H]1N2C(=O)c1ccncc1	2	2	0	-3	3	?	6
Cc1cc(NS(=O)(=O)c2ccc(NC(=O)/C=C/c3ccccc3Cl)cc2)no1	11	-1	7	10	1	1	1
COC(=O)c1cc2c(ccn2-c2ccc(F)cc2)n1Cc1ccc(OC(C)=O)cc1	0	-17	-23	41	-3	?	.
O=C(C[C@@H]1CC[C@H](NC(=O)CC2CC2)[C@H](CO)O1)NCC(F)(F)F	3	2	6	-7	-1	2	-5
Cc1ccc2nc(NC(=O)C(NS(=O)(=O)c3cccc4nsnc34)C(C)C)sc2c1 (stereo not given)	-1	1	-4	-1	2	-13	.
C[C@H](O)C#Cc1ccc2c(c1)O[C@@H](CN(C)C(=O)C1CC1)[C@H](C)CN([C@@H](C)CO)S2(=O)=O	1	-2	-6	.	-6	1	5
CCN(CC(=O)Nc1c(F)cccc1F)C(=O)CSc1ccc(F)cc1	1	1	5	7	-1	2	-3
CO[C@@H]1CN(C)C(=O)c2cc(NC(=O)C3CCCCC3)ccc2OC[C@@H](C)N(Cc2nccs2)C[C@H]1C	-3	5	2	7	-1	-1	1
COc1cc(C)c(/C=C(\C#N)C(=O)Nc2cccc(C)c2)cc1C(C)C	3	-14	-7	20	-9	2	-1
CC1=NN(Cc2c(C)nn(Cc3ccccc3)c2C)C(C)(C)C1	4	-27	1	5	1	-8	1
Cc1noc(C)c1COc1cccc(C(=O)OCC(=O)NC(=O)c2ccc(OC(F)F)cc2)c1	-2	-9	-9	-5	2	7	-1
CN(CCO)C(=O)c1nc[nH]c1C(=O)N1CCN(c2ccccc2)CC1	0	5	2	-20	.	2	3
